Compound activity: PubChem BioAssay, several laboratories
Autofluor 339: intrinsic fluorescence of library compounds, ex339/em460 – biochemical, MLSMR library, data from DPM-DC assay, artefact control, profiling panel. compound autofluorescence, ex339/em460 nm, NADH buffer; stronger effect = higher value; 1 = no-compound wells, NADH background. fluorescence fold increase at 10 µM. 65,000 compounds, 5.5% hits. AID 709;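 active means at 10 µM, mean starting fluorescence two-fold or more over control wells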;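 further: signal is the first read of a kinetic run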
M1 agonist: M1 muscarinic receptor agonism. CHO-M1 cells, Fluo-4 calcium fluorescence, agonist mode; stronger effect = higher value. AID 626. B-score at 10 µM. 64,000 compounds, 3% hits;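 active means fluorescence rise, raw or as B-score row- and column-corrected plate score, outside the 99.7% band of its plate's samples, either direction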
SF-1 act: SF-1 (human) activation; Q13285; CHO-K1 Gal4-SF-1 LBD luciferase reporter; % increase over DMSO SF-1-specific signal; activation, % at 10 µM; 65,000 compounds, 1.9% hits;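 active means activation above the mean activation of all tested compounds plus 3 SD, cut at about 50% in these data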
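Material: Gal4–SF-1 LBD one-hybrid luciferase reporter in CHO-K1 cells | Amount: 4,000 cells per well | Compound dosing: 10 µM single point, 1% DMSO | Schedule: 20 h compound treatment, 37 °C | Measured by: SteadyLite luciferase luminescence | Evaluation: Percent activation versus DMSO | Control set: DMSO-treated SF-1-transfected cells as negative, DMSO-treated mock-transfected cells lacking SF-1 as background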
Ecoli tolC: growth inhibitors of E. coli BW25113 tolC mutant. OD615. growth inhibition, % at 10 µM (by protocol). 65,000 compounds, 2.2% hits;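 active means growth inhibition at or above a cutoff equal to the mean over every tested compound plus 3 SD, cut at about 60% in these data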;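 further: growth measured after 20 h incubation at 37 °C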
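signal = optical density read at 615 nm | test system = E. coli ΔtolC::kan strain BW25113 | timing = 20 h compound exposure of bacteria at 37 °C | buffer or medium = LB medium plus 50 µg/mL kanamycin | compound dosing = 10 µM final, single dose | evaluation = % inhibition of E. coli growth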
M1 antagonist: M1 muscarinic receptor (rat) antagonism; P08482; CHO-M1 cells, Fluo-4 calcium, ACh EC80 antagonist mode; stronger effect = lower value; B-score at 10 µM; 64,000 compounds, 3.4% hits; AID 628;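 active means calcium fluorescence response, raw or row-and-column corrected B-score, differing from the plate sample mean either way at a set confidence level, mostly lower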
TNAP act mid DEA: activators of human TNAP at intermediate phosphate acceptor; activation factor at 20 µM; purified TNAP, CDP-star luminescence, 100 mM DEA, 30 min; stronger effect = higher value; scale: 0 levamisole-inhibited, 1 vehicle-only enzyme; P05186; AID 813; 64,000 tested, under 10 active;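 active means activation factor of at least 2 at 20 µM, relative to controls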
Target sequence (P05186 whole entry, looked up): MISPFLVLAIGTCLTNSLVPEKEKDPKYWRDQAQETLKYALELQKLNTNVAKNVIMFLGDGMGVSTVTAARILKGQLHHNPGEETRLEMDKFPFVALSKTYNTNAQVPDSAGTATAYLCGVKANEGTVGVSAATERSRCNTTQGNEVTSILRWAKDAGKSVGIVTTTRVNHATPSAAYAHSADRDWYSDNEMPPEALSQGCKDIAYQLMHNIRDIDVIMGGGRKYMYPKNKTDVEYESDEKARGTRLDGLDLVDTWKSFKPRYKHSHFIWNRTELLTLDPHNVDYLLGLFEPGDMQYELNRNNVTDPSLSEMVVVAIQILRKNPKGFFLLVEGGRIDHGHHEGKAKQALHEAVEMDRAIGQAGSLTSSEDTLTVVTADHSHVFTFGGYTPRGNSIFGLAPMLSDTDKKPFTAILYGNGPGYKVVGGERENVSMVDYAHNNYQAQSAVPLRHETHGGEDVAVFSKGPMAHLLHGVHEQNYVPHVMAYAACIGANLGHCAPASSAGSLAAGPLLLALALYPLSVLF
Ec RNAP inh: inhibitors of Escherichia coli RNA polymerase | P0A8V2 | E. coli RNA polymerase, fluorescence transcription assay | inhibition, %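 (tested at 10 µM)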 | 62,000 compounds, 0.2% hits; in the data active means inhibition above about 20%;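 further: 0% = enzyme without compound and 100% = no enzyme blank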
RORa activator: RORA (human) activation. 65,000 compounds, 1.5% hits. activation, % at 10 µM. CHO-K1 Gal4-RORA LBD luciferase reporter, luminescence; percent increase over mock-subtracted basal signal. AID 560. P35398;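 active means activation above the mean of all tested compounds plus 3 SD, cut at about 49% in these data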;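 further: 0% = DMSO-treated RORA cells and 100% = added signal equal to DMSO minus mock-transfected cells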
Target sequence (P35398 whole entry, looked up, the tested form may be a part): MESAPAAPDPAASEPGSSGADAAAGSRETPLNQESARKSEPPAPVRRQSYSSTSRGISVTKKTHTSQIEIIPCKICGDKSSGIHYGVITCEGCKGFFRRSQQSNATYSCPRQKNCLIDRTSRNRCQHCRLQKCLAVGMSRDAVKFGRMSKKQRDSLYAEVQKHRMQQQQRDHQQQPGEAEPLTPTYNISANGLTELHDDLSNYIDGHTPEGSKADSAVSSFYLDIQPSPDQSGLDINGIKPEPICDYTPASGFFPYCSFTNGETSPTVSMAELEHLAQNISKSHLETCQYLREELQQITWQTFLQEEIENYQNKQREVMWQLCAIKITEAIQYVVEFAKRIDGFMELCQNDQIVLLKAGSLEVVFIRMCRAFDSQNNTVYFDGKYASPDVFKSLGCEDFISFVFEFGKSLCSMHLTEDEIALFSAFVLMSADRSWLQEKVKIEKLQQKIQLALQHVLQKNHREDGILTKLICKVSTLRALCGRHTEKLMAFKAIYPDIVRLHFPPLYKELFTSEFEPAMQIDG
NADH coupling: blocks coupling enzymes of NAD/NADH assays; coupled PK/LDH NADH assays, four targets; IC50, µM (top dose mostly 10 µM), for the others: at the highest dose inhibition; 65,000 compounds, 0.02% hits;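 active means single-dose screening hits from any of four coupled enzyme assays that gave an IC50 when retested across doses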;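 further: the DPM-DC format reads NADH fluorescence rather than 340 nm absorbance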
Starred values were filed as active, the others as inactive; x = no result given; [ ] = dose if it differs, or a comment.

SMILES	Autofluor 339	M1 agonist	SF-1 act	Ecoli tolC	M1 antagonist	TNAP act mid DEA	Ec RNAP inh	RORa activator	NADH coupling
COc1ccc2c(c1)c(C(O)CN1CCN(Cc3ccc4c(c3)OCO4)CC1)c(C)n2C (stereo not drawn)	1.2	3.8	3	33	-1.7	0.9	5	7	6%
COC(=O)CNC(=O)C(C)NC(=O)OCc1ccccc1 (stereo not drawn)	1.1	0.62	-9	-18	-0.47	1	10	-8	3%
CC1CCN(c2ccc(C(=O)NCc3cccs3)cn2)CC1	1.1	-0.4	50	37	-1.3	1	1	37	5%
CCSc1nc2c(c(=O)[nH]1)C(C(C)C)C(C#N)=C(N)O2 (stereo not drawn)	1.1	-0.52	-14	0	0.2	0.9	4	3	5%
CCOCC(=O)Nc1cc(C(=O)OC)ccc1C(=O)OC	1.9	-1	-9	-6	-0.21	1	-2	-3	9%
CCOC(=O)N1CCN(CC(=O)n2c(C)c(C)c3ccccc32)CC1	1.1	-0.12	8	9	0.76	1	9	-6	6%
O=C(Nc1cc(C(=O)N2CCCC2)ccc1N1CCCC1)c1ccccc1F	1	-0.25	9	13	0.28	0.9	8	16	2%
C=CCc1cccc(/C=N/c2nc3ccccc3n2CC)c1O	1.1	-1.4	-12	0	-0.0038	0.9	3	-6	0%
CN(Cc1ccccc1)C(=O)CCNS(=O)(=O)c1ccc2c(c1)oc(=O)n2C	1.1	-0.079	-7	-8	-0.85	1	1	2	2%
Cc1nc(SCC(=O)NCc2ccco2)c2c(C)c(C)sc2n1	1	11*	-2	26	0.11	1	8	-16	2%
O=C(CSc1nnc(-c2ccccn2)n1Cc1ccccc1)N1CCCC1	1	0.57	9	-22	-0.021	0.9	20	9	2%
O=C(CSc1ccc(Cl)cc1)N1CCOCC1	1.1	-0.57	27	0	-0.17	0.9	-7	12	5%
O=c1[nH]c2cc3c(cc2cc1CN(CCc1ccccc1)Cc1nnnn1C1CCCC1)OCCO3	2	-1.6	-13	43	0.62	0.9	3	11	5%
COC(=O)c1cccc(N2C(=O)c3ccccc3S2(=O)=O)c1	1.1	0.29	-1	2	0.39	0.9	4	-4	2%
COc1cccc(-c2cc(C(=O)Nc3ccc(OC)c(OC)c3)no2)c1	1.1	-2.1	-5	-18	0.063	0.9	4	1	6%
CC1CC(c2ccccc2)n2nc(NC(=O)CCc3ccccc3)nc2N1 (stereo not drawn)	1.1	0.06	2	17	-0.16	1	6	-10	1%
CC(C)n1c(SCC(=O)c2ccc3c(c2)OCCO3)nc2c1c(=O)n(C)c(=O)n2C	1	0.83	-2	x	0.12	0.9	5	24	10%
c1csc(-c2nn3c(Cn4nnc5ccccc54)nnc3s2)c1	1.3	-0.84	-4	-4	0	0.9	5	-19	3%
O=C(CSCc1ccccc1)N1CCN(c2ccc(F)cc2)CC1	1.1	0.81	x	23	-0.19	0.9	-3	x	2%
c1ccc(-c2n[nH]nc2-c2ccccc2)cc1	1.1	0.99	5	36	-0.047	0.9	8	-21	4%

Record cards, as listed above.
`O=C(CSc1ccc(Cl)cc1)N1CCOCC1` across the screens: Autofluor 339: 1.1; M1 agonist: -0.57; SF-1 act: 27; Ecoli tolC: 0; M1 antagonist: -0.17; TNAP act mid DEA: 0.9; Ec RNAP inh: -7; RORa activator: 12; NADH coupling: 5%
`O=c1[nH]c2cc3c(cc2cc1CN(CCc1ccccc1)Cc1nnnn1C1CCCC1)OCCO3` across the screens: Autofluor 339: 2; M1 agonist: -1.6; SF-1 act: -13; Ecoli tolC: 43; M1 antagonist: 0.62; TNAP act mid DEA: 0.9; Ec RNAP inh: 3; RORa activator: 11; NADH coupling: 5%
`COc1ccc2c(c1)c(C(O)CN1CCN(Cc3ccc4c(c3)OCO4)CC1)c(C)n2C` (stereo not drawn) across the screens: Autofluor 339: 1.2; M1 agonist: 3.8; SF-1 act: 3; Ecoli tolC: 33; M1 antagonist: -1.7; TNAP act mid DEA: 0.9; Ec RNAP inh: 5; RORa activator: 7; NADH coupling: 6%

Next part:
SMILES	Autofluor 339	M1 agonist	SF-1 act	Ecoli tolC	M1 antagonist	TNAP act mid DEA	Ec RNAP inh	RORa activator	NADH coupling
CC(C)[N+](C)(CCOC(=O)C1c2ccccc2Oc2ccccc21)C(C)C	1	0.77	8	1	-16*	0.9	11	-7	1%
CCn1c(SCC(=O)c2cc(OC)ccc2OC)nnc1C(C)C	1.1	-0.47	13	-4	0.45	0.9	0	3	8%
CN(C)C(=O)CSc1nnc(CCNC(=O)OC(C)(C)C)o1	1.1	1.1	11	-21	0.039	0.9	9	0	7%
O=C(O)c1ccc(CN2C(=O)c3ccccc3S2(=O)=O)cc1	1.1	-0.16	-14	-7	-2.4	1	-3	-12	3%
Cc1ccc(-c2nnc(N(C)C(=O)C3CCCO3)s2)cn1 (stereo not drawn)	1.3	0.99	23	6	-0.36	0.9	9	6	5%
O=C(O)C1CCCCC1C(=O)NCc1ccc(F)cc1 (stereo not drawn)	1.1	0.099	-6	-9	-0.093	0.9	-5	-3	3%
Cc1cccc(-n2nnc(C(=O)Nc3ccc(F)cc3)c2N)c1	1.1	-0.68	100*	0	1	0.9	-1	82*	2%
CCS(=O)(=O)N1CCCC(C(=O)N2CCc3ccccc3C2)C1 (stereo not drawn)	1.1	0.59	-10	-20	-0.25	0.9	3	-10	1%
CCn1cc(S(=O)(=O)CC(=O)Nc2cc(C)on2)c2ccccc21	1.1	-0.77	-9	-5	0.74	1	6	-3	4%
CCOc1ccccc1C(=O)NCc1ccco1	1.1	-0.053	-13	-3	-0.49	0.9	7	-3	8%
CCOC(=O)N1CCC(NC(=O)CCC(=O)N2CCOc3ccccc32)CC1	1.2	-0.36	9	-1	0.34	1	6	-21	4%
Nc1nc(Cn2nnc(-c3ccccc3F)n2)nc(N2CCOCC2)n1	1.1	0.53	1	-3	0.27	1	0	15	10%
CC(C)N(Cc1nc(-c2ccccc2)no1)C(=O)CN1C(=O)c2ccccc2C1=O	1.1	-0.57	5	7	-0.0072	0.9	0	-29	10%
CCCc1nc(SCC(=O)N2CCCC2)c2ccccc2n1	1.1	0.29	-19	1	0.97	1	x	-24	4%
Nc1c(N2CCN(c3ccccc3)CC2)c2ccccc2oc1=O	1.1	0.44	10	14	-0.73	0.9	-8	9	2%
COC(=O)c1cn(C(=O)c2cccs2)c2ccccc12	1.1	1.5	-25	6	0	0.9	9	-2	4%
COc1ccc(C(=O)n2nc(-c3ccc(C)cc3)nc2N)cc1OC	1.4	1.4	14	-10	-0.85	0.9	4	27	5%
Cc1ccccc1-c1nc(CS(=O)(=O)CC(=O)N2CCc3ccccc32)c(C)o1	1.1	-0.85	2	6	-0.74	1	6	-9	2%
CCc1ccccc1NS(=O)(=O)c1ccc(SC)cc1	1.1	3.3*	-7	73*	-1.3	0.9	4	-10	3%
Cn1c(-c2ccc3c(c2)OCO3)cnc1NC(=O)CCC(=O)NCCc1ccccc1	1.2	-0.17	3	-8	0.56	0.9	6	-24	2%
O=C(CS(=O)(=O)Cc1ccccc1)N1CCc2ccccc2C1	1.1	0.45	14	-4	-0.019	0.8	10	-5	4%
CCC(C)C(=O)Nc1cc(OC)c(OC)cc1C(=O)O (stereo not drawn)	1.1	-0.12	7	0	-0.49	1	4	-19	2%
COCc1cc(C)nc2sc(C(=O)OC(C)C)c(N)c12	2.1*	1.4	2	6	-0.069	1	-2	15	9%
CCn1c2c(c3cc(Cl)ccc31)CCCC2=O	1.8	-0.57	-1	34	0.15	0.9	13	5	8%
CN(Cc1cc(=O)[nH]c2ccccc12)C(=O)c1ccccc1	1.2	0.82	-8	-12	0.0094	0.9	x	15	8%
CCC(C)(C(=O)NC1CCCC1)N(C(=O)c1cnccn1)c1c(C)n(C)n(-c2ccccc2)c1=O (stereo not drawn)	1	0.32	11	-12	-0.51	0.9	9	-23	1%
Cc1cccc2cc(C(c3nnnn3Cc3ccc4c(c3)OCO4)N3CCCC3)c(=O)[nH]c12 (stereo not drawn)	1.2	0.86	-6	34	1	0.9	3	14	7%
C[C@H](NC(=O)OC(C)(C)C)C(=O)NCC1CCC(C(=O)O)CC1 (stereo partly drawn)	1.1	-0.22	-19	-12	0.057	1	6	-14	2%
Cc1cccc2cc(C(c3nnnn3Cc3ccccc3)N3CCN(C)CC3)c(=O)[nH]c12 (stereo not drawn)	1.6	-0.11	-4	-20	-0.045	1	7	-12	9%
Cc1onc(-c2c(Cl)cccc2Cl)c1C(=O)Nn1cnnc1	1	0.18	14	-22	0.69	0.9	6	-7	8%
COc1ccc(Cc2nnnn2CC(=O)O)cc1	1.1	0.27	-5	-11	0.19	0.9	9	9	2%
COc1ccc(OC)c(-n2c(SCC(N)=O)nnc2-c2c[nH]c3ccccc23)c1	1.1	-1.1	6	-11	-0.23	1	8	-1	4%
Cc1nc(N2CCN(C(=O)c3ccco3)CC2)c2c3c(sc2n1)CCC3	1.1	2.4	-10	26	-3.1*	0.9	-2	3	4%
Cc1ccc2c(c1)cc(C)c1nnc(SCC(=O)NCc3ccco3)n12	1.1	1.1	5	3	-1.3	1	13	-8	4%
COCCNC(=O)C(c1ccc(F)cc1)N(CC1CCCO1)C(=O)CCC(=O)Nc1ccccn1 (stereo not drawn)	1.1	-0.17	7	-9	0.66	0.9	10	13	4%
COc1ccc(CC(=O)Nc2ccc(-c3nc4cc(C)ccc4o3)c(O)c2)cc1OC	2.2*	-1.8	0	17	-0.38	1	-19	24	2%[fluoresces]
O=C(Cc1ccc(S(=O)(=O)N2CCOCC2)s1)NCC1CCCCC1	1.1	-1.2	17	21	0.19	1	2	13	3%
Clc1ccccc1N1CCN(c2ncnc3nc[nH]c23)CC1	1.1	0.61	-6	7	-0.0022	0.9	10	0	5%
Nc1nnc(SCC(=O)Nc2ccc(F)c(Cl)c2)n1-c1ccccc1	1.1	0.47	-5	2	1.3	0.9	11	-6	4%
Cn1c(C(=O)NCCc2ccsc2)cc2c(=O)n(C)c3ccccc3c21	1.3	4*	-3	15	-0.22	0.9	3	15	2%
O=C1NCCN1CCNS(=O)(=O)c1ccc2ccccc2c1	1	-0.96	8	-20	0.36	0.9	-6	-13	5%
CNc1oc(-c2ccc(Cl)cc2)nc1C#N	2.4*	0.63	31	3	-0.17	0.9	-8	-26	7%[fluoresces]
c1ccc(-n2ncc3c(N4CCN(c5ccccn5)CC4)nc(N4CCOCC4)nc32)cc1	1.8	0.38	7	-41	0.69	1	6	-29	10%
CCOC(=O)c1cc2ccccc2nc1C	1.1	-0.35	-8	-2	-0.23	0.9	11	-11	3%
O=C(CSc1nnc(-c2ccc(Cl)cc2)n1Cc1ccco1)c1cccs1	1.1	0.87	2	15	-0.0065	0.9	4	-11	10%
Cc1nc2c(c(N3CCOCC3)n1)OCC(=O)N2	1	0.031	4	-4	0.6	0.9	4	-26	3%
CSc1nc(N2CCOCC2)c2c3c(sc2n1)CCCC3	1.2	-0.96	7	96*	-0.51	0.9	-2	-2	3%
O=C(CCN1CCOCC1)Nc1ccc2c(c1)N(C(=O)CN1CCOCC1)c1ccccc1CC2	1.1	0.32	-3	-12	0.075	1	9	-8	7%
Cc1nnc2sc(-c3ccc(NC(=O)c4ccc(-c5ccc(Br)cc5)o4)cc3)nn12	3.7*	-1.9	13	21	0.59	0.9	4	10	0%[fluoresces]
N#Cc1ccc(CSc2nnc(-c3ccccn3)n2-c2ccccc2)cc1	1	0.018	-16	10	-0.21	0.9	6	-6	1%
